# Compound activity from PubChem BioAssay.
# MEKK3 PB1 HTS: MEKK3-MEK5 PB1 interaction, increase or decrease. hit rate 1.4% among 290,000. AID 1529. Q99759. binding response (% of control), % at 10 µM. bead-based flow cytometry, Alexa488-MEK5 binding to MEKK3; actives lie on both sides; 0 = blocked by unlabeled MEK5, 100 = vehicle;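 active = binding response more than 3 SD above or below the average of its plate-row segment, actives on both sides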;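 note: Alexa488 bead fluorescence after subtracting the streptavidin-only scavenger bead signal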
# IDE act: boosts human insulin-degrading enzyme activity in HEK cells; P14735; FAbeta-B cleavage, fluorescence polarization; 0% vehicle, 100% cell-free pure enzyme wells; activation, % at 5.96 µM; hit rate 0.073% among 340,000; AID 493087;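 active = activation above the mean of all tested compounds plus 3 SD, set per screening campaign, cut at about 17% in these data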
# Target sequence (P14735 whole entry, looked up): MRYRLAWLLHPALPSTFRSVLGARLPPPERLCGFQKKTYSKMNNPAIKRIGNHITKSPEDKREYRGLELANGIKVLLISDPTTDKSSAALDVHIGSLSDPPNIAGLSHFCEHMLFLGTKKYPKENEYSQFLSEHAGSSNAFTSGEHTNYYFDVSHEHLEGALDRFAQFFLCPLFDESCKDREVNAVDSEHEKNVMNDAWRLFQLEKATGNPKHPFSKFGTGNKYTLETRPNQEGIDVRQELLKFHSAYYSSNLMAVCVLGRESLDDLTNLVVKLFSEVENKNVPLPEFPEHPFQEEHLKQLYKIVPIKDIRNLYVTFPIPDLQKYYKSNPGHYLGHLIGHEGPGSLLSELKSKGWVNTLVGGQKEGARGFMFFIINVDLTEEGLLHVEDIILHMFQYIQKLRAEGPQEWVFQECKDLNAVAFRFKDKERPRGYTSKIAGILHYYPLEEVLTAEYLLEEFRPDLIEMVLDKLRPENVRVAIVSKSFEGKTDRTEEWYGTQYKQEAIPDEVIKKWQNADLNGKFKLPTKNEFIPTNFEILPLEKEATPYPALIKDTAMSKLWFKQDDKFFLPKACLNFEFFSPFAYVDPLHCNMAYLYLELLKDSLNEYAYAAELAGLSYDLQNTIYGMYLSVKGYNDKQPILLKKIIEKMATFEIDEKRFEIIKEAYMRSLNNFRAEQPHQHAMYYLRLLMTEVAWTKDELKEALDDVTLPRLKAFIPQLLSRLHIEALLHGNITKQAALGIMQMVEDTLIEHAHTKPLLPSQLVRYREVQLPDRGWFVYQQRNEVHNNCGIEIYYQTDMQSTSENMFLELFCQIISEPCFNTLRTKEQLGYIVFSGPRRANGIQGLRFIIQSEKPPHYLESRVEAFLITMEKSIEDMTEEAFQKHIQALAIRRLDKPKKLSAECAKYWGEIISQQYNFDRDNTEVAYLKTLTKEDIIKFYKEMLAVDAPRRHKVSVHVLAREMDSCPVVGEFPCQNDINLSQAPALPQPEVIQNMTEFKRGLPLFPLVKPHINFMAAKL
# M4 PAM: CHRM4 positive allosteric modulation; CHO-K1 hM4/Gqi5, Fluo-8 calcium fluorescence, ACh EC20; 0% = ACh EC20, 100% = maximal ACh; activation, % at 3 µM; hit rate 0.4% among 360,000; AID 624126;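 active = activation above its plate's cutoff, the mean activation of sample wells plus 3 SD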; note: some results filed as inactive read as strong as hits
# PHOSPHO1 block: blocks human PHOSPHO1 phosphatase activity | Q8TCT1 | recombinant PHOSPHO1, absorbance phosphatase assay | inhibition, % at 13.3 µM | hit rate 1.1% among 290,000; in the data active = inhibition above about 60%
# CRFBP-R2 agonist: CRF-BP/CRF-R2 complex agonism | hit rate 0.46% among 350,000 | HEK293 CRF-R2/CRF-BP, calcium dye fluorescence (FLIPR); percent of saturating CRF peptide response | activation, % at 13.2 µM;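 active = activation of at least 50%, plus an integration ratio under a set limit after plate pattern correction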;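 note: plate controls were neutral control wells without compound for no effect and CRF at EC100 for full effect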
# GalR3 antagonist: human GalR3 antagonism; O60755; AID 651719; HEK293 GalR3-CNG cAMP membrane potential fluorescence; galR3 body fused to GalR1 C-terminus; inhibition, % at 3 µM; hit rate 0.44% among 360,000;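 active = inhibition above the screen-wide average plus 3 SD, cut at about 13% in these data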;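 note: forskolin and galanin both at EC90 stimulate the cells; cAMP rise reported by CNG channel membrane potential dye signal; 0% = forskolin plus galanin with DMSO and 100% = forskolin alone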
# IDE cell inh: cellular human IDE inhibition | inhibition, % at 5.59 µM | hit rate 0.41% among 320,000 | HEK cells, FAbetaB cleavage, fluorescence polarization | P14735;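 active = percent inhibition above the average of all tested compounds plus 3 SD, set per screening campaign, cut at about 16% in these data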;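 note: IDE supplied by intact live HEK cells; FP after avidin binding of uncleaved biotin substrate so inhibition keeps polarization high; 0% = DMSO wells and 100% = 60 µM reference IDE inhibitor Ii1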
# CRFBP-R2 block: blocks CRF-induced signaling of the CRF-BP/CRF-R2 complex; HEK293 CRF-R2/CRF-BP, CRF-induced calcium fluorescence; hit rate 0.59% among 350,000; inhibition, % at 11.8 µM;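 active = inhibition of the ligand-induced calcium signal above about 50% at the single tested concentration, limit read from the data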
# pCIP destab: lowers stability of the mouse p/CIP coactivator protein; Q05BA5; F442A p/CIP-EGFP cells, EGFP fluorescence, 16 h; decrease of EGFP signal, % at 10 µM; hit rate 0.01% among 290,000; AID 1984;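 active = EGFP signal decrease of at least 30% at 10 µM or well 3 SD below plate mean, unless failing retest; inactive = the rest, including hits failing retest or dose response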; note: some compounds called inactive have numbers as strong as hits; many of its hits are not listed in these tables
# * = called active by the depositor; x = no result given.
SMILES,MEKK3 PB1 HTS,IDE act,M4 PAM,PHOSPHO1 block,CRFBP-R2 agonist,GalR3 antagonist,IDE cell inh,CRFBP-R2 block,pCIP destab
COc1cccc(C(=O)Nc2ccc(C(=O)NCC3CCCO3)cc2)c1 (stereo unspecified),x,4,-7,x,-1.1,-3,4,10,x
CNc1cncc(C(=O)O)c1,x,2,5,6,-1.6,-5,8,5,5
COc1ccc(NC(=O)N(C)C[C@H]2Oc3ccc(NC(=O)Nc4ccc(C(F)(F)F)cc4)cc3C(=O)N([C@H](C)CO)C[C@@H]2C)cc1,x,-4,4,x,1.9,-6,7,10,x
C=CCn1c(SCC(=O)c2c(N)n(C)c(=O)n(C)c2=O)nnc1-c1ccncc1,105,2,-6,-82,-1.1,-3,-11,2,4
Cc1ccc(O)c(NC(=O)c2cc(-c3cccs3)on2)c1,102,1,-6,24,-1.3,-10,-5,-13,-5
Cc1ccc(N2CC(C(=O)Nc3ccccc3N3CCCC3)CC2=O)cc1 (stereo unspecified),103,1,3,28,-0.1,0,1,-4,2
COc1nc(OCC#N)nc(N(C)C)n1,104,10,5,18,1.0,0,0,1,-13
COc1ccc(/C=N/Nc2cc(N3CCOCC3)nc(C)n2)c(OC)c1,102,2,-4,30,-6.9,-5,3,4,2
COc1ccc(NC(=S)Nn2cnnc2)c(OC)c1,95,0,8,27,-0.1,-1,x,5,-16
Cc1nn(CC(=O)N/N=C/c2ccc(F)cc2)c(C)c1[N+](=O)[O-],94,7,-15,-6,-0.3,-3,7,5,7
O=C1[C@H]2[C@@H](c3ccc(F)cc3)N3C(=O)N(c4cccc(Cl)c4)C(=O)[C@@]3(Cc3ccc(Cl)cc3)[C@H]2C(=O)N1C1CCCCC1,102,3,9,-36,0.0,-2,8,-7,-4
NS(=O)(=O)c1ccc(NC(=O)COC(=O)Cc2ccc(Cl)cc2)cc1,98,-7,17,-5,-0.7,-5,3,8,2
COCCNc1nc2c(-c3cccc(C(F)(F)F)c3)nnn2c2ccccc12,102,-1,-3,7,2.3,-10,2,1,-7
O=C1CN(C(=O)C2CC2)c2ccccc2N1,108,9,-4,15,-0.4,1,-3,14,4
CCCCN(CCCC)Cc1cc2ccccc2c2c1COC2,103,-7,21,34,0.5,-8,-6,16,8
COc1ccc(OCCCN2CCCCCC2)cc1,100,7,-11,-24,0.9,-1,1,-26,-16
O=C(/C=C/c1ccco1)NCC1CCCO1 (stereo unspecified),x,6,-7,8,-1.0,1,6,-15,-4
CN(C1=NC(=O)C(CC(=O)O)S1)c1ccc(O)cc1 (stereo unspecified),112,4,5,30,0.2,-1,-2,2,-7
Cc1nc(N2CCC(C(N)=O)CC2)c2c(-c3cccs3)csc2n1,105,-3,-4,-3,-1.8,1,0,2,-2
CCCCN(C(=O)c1cc(CN2C(=O)c3ccccc3C2=O)ccc1OC)c1c(N)n(CC(C)C)c(=O)[nH]c1=O,x,7,15,x,-0.7,-1,x,6,x
CCCC(O)(CCC)C(=O)NN(C(=O)CCl)c1ccccc1,90,-1,11,-6,0.0,-6,2,5,3
Cc1cc(C(=O)CCl)c(C)n1CC1COc2ccccc2O1 (stereo unspecified),116,2,-8,36,0.7,-6,2,8,9
Cc1cccc(/C=C2\Oc3cc(OS(C)(=O)=O)ccc3C2=O)c1,125,-2,-2,-5,1.9,3,3,-2,6
CC(CN1CCN(CCOCCO)CC1)CN1c2ccccc2Sc2ccc(Cl)cc21 (stereo unspecified),x,x,-13,x,3.4,-7,x,-17,x
Cn1c(SCc2nnc(-c3ccccc3Br)o2)nc2sc3c(c2c1=O)CCC3,91,-1,-1,9,0.8,-4,1,13,-2
# (list continues)
SMILES,MEKK3 PB1 HTS,IDE act,M4 PAM,PHOSPHO1 block,CRFBP-R2 agonist,GalR3 antagonist,IDE cell inh,CRFBP-R2 block,pCIP destab
CCN(C(=O)COC(=O)c1cnc(C)cn1)C1CCS(=O)(=O)C1 (stereo unspecified),x,10,15,x,-0.4,-2,-3,1,x
CN(C)C(=O)c1noc2cc([N+](=O)[O-])ccc12,102,5,-1,10,0.0,-5,0,9,5
CCc1noc(C)c1C(=O)Nc1ccc(S(=O)(=O)N2CCCC(C)C2)cc1 (stereo unspecified),x,0,-5,x,-0.6,-3,-8,3,x
Cc1ccc(NC(=O)CCNS(=O)(=O)c2cc(Br)cnc2N)cc1Cl,102,2,-11,5,-4.8,-9,6,-48,0
COc1ccc(C2/C(=C(/O)c3ccccc3)C(=O)C(=O)N2CO)cc1 (stereo unspecified),102,2,11,31,-1.9,3,4,1,-7
COc1ccc(NS(=O)(=O)c2cccc(C(=O)NC3CCC(O)CC3)c2)cc1 (stereo unspecified),101,5,4,26,0.2,-5,0,-6,4
CC(NCCO)C(=O)C12CC3CC(CC(C3)C1)C2 (stereo unspecified),97,7,2,1,0.9,-4,4,10,-3
O=C(Nc1cccc(Cl)c1)c1cccc(Oc2ccc([N+](=O)[O-])cc2Cl)c1,103,4,-15,-24,-0.2,-3,2,-6,6
O=C(NCCNc1ccc([N+](=O)[O-])cc1)c1ccc(Cl)cc1,97,4,-7,-8,0.2,-9,7,18,9
CCN(CC)CCCNC(=O)CSc1c2c(nc3cc(Cl)ccc13)CCCC2,102,5,-6,-8,1.8,-4,5,-8,-12
CC1CCN(S(=O)(=O)c2cccc(C(=O)NCC3CCCO3)c2)CC1 (stereo unspecified),97,5,2,46,0.2,0,4,-5,0
CN(C(=O)COC(=O)c1cc(=O)[nH]c2ccccc12)c1c(N)n(Cc2ccccc2)c(=O)[nH]c1=O,x,1,0,x,1.0,-3,2,-2,x
CCCn1c(Cc2ccccc2)n[nH]c1=S,94,0,4,1,-1.2,-1,3,8,1
O=C(OCC(=O)N(C1CCCCC1)C1CCCCC1)c1ccco1,98,3,1,-12,-1.6,6,10,-32,0
O=c1c2ccccc2cnn1Cc1n[nH]c(=S)n1-c1cc(Cl)cc(Cl)c1,99,-7,6,-15,-2.5,-5,3,7,5
C[C@H](CO)N1C[C@H](C)[C@@H](CN(C)C(=O)Nc2ccccc2)Oc2c(NC(=O)NC3CCCCC3)cccc2C1=O,x,-2,3,x,0.3,-4,3,0,x
CCN(CC(=O)Nc1c(F)cccc1F)C(=O)Cc1ccc(OC)c(S(=O)(=O)N2CCOCC2)c1,x,4,6,x,0.9,-1,0,-12,x
CC1CN(CCOc2ccccc2-c2ccccc2)CC(C)O1 (stereo unspecified),103,6,7,7,-2.0,-6,8,-20,-11
C/C(=N\NS(=O)(=O)c1ccc(Cl)cc1)c1ccc(NC(=O)c2ccco2)cc1,100,1,-4,-9,-1.9,-6,0,-17,8
COc1ccc(C(NC(=O)C(C)(C)C)NC(=O)C(C)(C)C)cc1,100,-3,-2,17,0.2,-1,0,-4,-14
Cc1ccc2ccc(C3C(=O)c4ccccc4C3=O)nc2c1,86,3,2,x,-1.0,-3,2,-2,x
O=c1c(O)c(-c2ccccc2)oc2ccccc12,x,-7,6,x,24,-7,x,-8,x
O=c1oc(-c2ccccc2)c(-c2ccccc2)c2ccccc12,x,7,1,x,-5.8,-1,x,-3,x
COc1ccccc1OCCNc1cc(N2CCCCC2)ccc1[N+](=O)[O-],106,3,2,-32,-3.2,-2,3,-3,-11
COc1ccccc1N1CCN(C(C)C(=O)N2CC(C)OC(C)C2)CC1 (stereo unspecified),94,0,3,-26,-1.0,-6,3,3,-7
# Remaining list, next part.
SMILES,MEKK3 PB1 HTS,IDE act,M4 PAM,PHOSPHO1 block,CRFBP-R2 agonist,GalR3 antagonist,IDE cell inh,CRFBP-R2 block,pCIP destab
CCOC(=O)C1CCCN(C(=O)c2ccc3nc(-c4cccc(OC)c4)oc3c2)C1 (stereo unspecified),98,6,-5,-13,-1.1,4,9,38,-1
O=C(CCC1CCCC1)Nc1cc(Cl)ccc1N1CCOCC1,x,5,-4,x,-2.4,-4,-1,-1,x
O=C(c1cc2c(s1)CCCC2)n1cccn1,102,4,-2,35,-1.6,x,0,4,-10
CCCCC(Br)C(=O)Nc1ccc(S(=O)(=O)Nc2cc(C)nc(C)n2)cc1 (stereo unspecified),103,0,8,40,-0.6,-8,-2,11,-10
Cc1nc2ccccn2c1C(=O)NN,101,3,8,-14,-2.8,8,-1,6,5
COC(=O)C1=C(C)N(CCCC(=O)O)C(=O)NC1c1cccc2ccccc12 (stereo unspecified),92,2,-2,x,2.2,-3,2,4,x
C=CCn1c(SCC(=O)NCC2CCCO2)nnc1-c1ccccc1 (stereo unspecified),100,4,-2,27,-1.5,-12,-1,3,-4
CCCN(C(=O)c1cc(C)ccc1C)c1c(N)n(Cc2ccccc2)c(=O)[nH]c1=O,x,5,0,x,-0.4,0,-3,3,x
Cc1cc(N2CCCN(C)CC2)nc2cc(Cl)ccc12,99,7,-3,-18,-0.7,-10,5,2,7
COc1ccc(C(=O)CNc2ccc3ccccc3c2)cc1,93,x,7,42,5.3,-5,x,10,6
O=C(NCCC1CCCCN1S(=O)(=O)c1ccc(F)cc1)C(=O)Nc1ccccc1 (stereo unspecified),x,2,1,x,48,-2,3,-3,x
Cc1ccc(C(=O)NNC2=Nc3cccc4cccc2c34)cc1,104,-1,-3,3,-0.5,0,7,12,-15
CCc1cc2c(=O)n(Cc3ccco3)c(SCc3c(C)noc3C)nc2s1,100,-2,-7,0,2.8,-2,8,32,-2
CCc1ccc(-c2cc(C)no2)cc1S(=O)(=O)N1CCN(c2ccc(C(C)=O)cc2)CC1,98,4,-12,33,1.0,-6,2,-3,-5
COc1ccc(CCc2nnc(CCC(=O)NCC3CCCO3)o2)cc1 (stereo unspecified),102,-2,3,56,0.3,-8,10,12,0
COC(=O)c1c(NC(=O)CSc2nnc3ccccn23)sc2c1CCC2,101,-9,-1,-7,-0.3,2,9,14,1
COc1ccc(C2(C)NC(=O)N(CC(=O)N3CCc4ccccc43)C2=O)cc1OC (stereo unspecified),x,5,-3,x,0.4,-6,-5,-15,x
COCCn1c(C)cc(C(=O)COC(=O)C23CC4CC(CC(O)(C4)C2)C3)c1C,100,-3,26,1,-1.7,-5,-5,8,-6
O=C(c1ccc(OCC2CCCO2)cc1)N1CCN(S(=O)(=O)c2cccc(F)c2)CC1 (stereo unspecified),x,0,9,x,0.9,-2,x,11,x
CC(c1ccccc1)C1CC(=O)N(c2ccc([N+](=O)[O-])cc2)C1=O (stereo unspecified),102,2,-2,19,3.3,-5,1,-7,-9
CCOC(=O)Cc1nnc(NC(=O)CSc2nncn2C)s1,x,1,-2,17,1.6,-2,-1,15,-1
Cc1ccc(SCCNC(=O)C(CO)(CO)CO)cc1,x,1,8,-42,0.0,-2,1,-9,-1
NC(=O)[C@@H]1CCCN1C(=O)c1ccc2nc(Cc3cccc(Cl)c3)oc2c1,102,1,-2,-7,-0.2,-2,1,4,7
CCn1c(COc2ccccc2C)nnc1SCC(=O)N1CCCCC1,104,2,2,35,-3.8,0,5,11,-4
Cc1cc(C(=O)COC(=O)c2ccc(O)cc2O)c(C)n1-c1ccc(OC(F)F)cc1,x,3,-6,x,2.4,-2,x,23,x
O=C(NC1CCCCC1)C(c1ccccn1)N(C(=O)c1csnn1)C1CC1 (stereo unspecified),98,x,-1,-1,-2.7,2,3,32,1

# Random excerpt: 3 compounds from above
SMILES,MEKK3 PB1 HTS,IDE act,M4 PAM,PHOSPHO1 block,CRFBP-R2 agonist,GalR3 antagonist,IDE cell inh,CRFBP-R2 block,pCIP destab
Cc1ccc(C(=O)NNC2=Nc3cccc4cccc2c34)cc1,104,-1,-3,3,-0.5,0,7,12,-15
O=C(NC1CCCCC1)C(c1ccccn1)N(C(=O)c1csnn1)C1CC1 (stereo unspecified),98,x,-1,-1,-2.7,2,3,32,1
Cc1nc2ccccn2c1C(=O)NN,101,3,8,-14,-2.8,8,-1,6,5

# Compounds as they come; any-hit rate near 4.2%.
